# High-throughput results deposited in PubChem BioAssay by Broad Institute.
# Pax4 mRNA alpha TC1: activators of Pax4 gene expression, primary screen, RT-PCR, mouse alpha TC1 cells, single point (AID 1053180) | actives 0.2% (n = 9,600) | mouse alpha TC1 cells, Pax4 mRNA qPCR, 6 days; stronger effect = higher value; 100% = Pax4 plasmid added at qPCR | activation, % at 10 µM;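 active = highest normalized replicate activity of 15 or more, or at least half the replicates reach 15 or more; inactive = neither condition met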;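 also: pax4 Ct normalized to GAPDH with activation seen as lower delta delta Ct; plate controls were plate neutral control wells for no effect and Pax4 plasmid positive control for full effect; each compound tested in two replicate wells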
# DLD1 CTGF mRNA: YAP1 pathway inhibitors via CTGF transcript, primary screen, DLD1 colon cancer cells, RT-qPCR, single point (AID 743449); DLD1 CTGF mRNA qPCR, 24 h; stronger effect = higher value; inhibition, % at 12.5 µM; actives 0.9% (n = 9,900);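 active = mean normalized replicate activity at least 50 and at least half of replicates each reaching 50; inconclusive = only one of the two criteria met; inactive = neither criterion met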;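 also: 0% = neutral control wells and 100% = dasatinib control wells; higher means stronger suppression of CTGF expression like dasatinib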
# Active calls of the source: *; ? = inconclusive; / = not tested or not shown. This is a subset (hit frequency here may not be typical).
SMILES,Pax4 mRNA alpha TC1,DLD1 CTGF mRNA
O=C(O)C[C@H]1C[C@H]2c3cc(NC(=O)Nc4ccc(C(F)(F)F)cc4)ccc3O[C@H]2[C@H](CO)O1,0.0,-22
Cc1noc(C)c1S(=O)(=O)N(C)C[C@H]1OCCCC[C@@H](C)Oc2ccc(NC(=O)CCC(F)(F)F)cc2C(=O)N([C@@H](C)CO)C[C@H]1C,0.0,-11
COc1ccc2c3c([nH]c2c1)[C@@H](CO)N(C(=O)Nc1ccc(F)cc1)CC31CN(C(=O)c2ccccn2)C1,0.0,18
CN1C(=O)c2cc(NS(=O)(=O)c3cccc(F)c3)ccc2OC[C@H]2O[C@@H](CC(=O)N3CCc4ccccc4C3)CC[C@H]21,0.0,3
COc1ccc(S(=O)(=O)N(C)C[C@@H]2Oc3ccc(N(C)C)cc3CC(=O)N([C@H](C)CO)C[C@@H]2C)cc1,0.0,-20
O=C(Cc1ccccc1)N1C[C@@H]2[C@H](c3ccccc31)[C@@H](CO)N2S(=O)(=O)c1ccccc1,0.0,-25
CCS(=O)(=O)N[C@H]1C=C[C@@H](CC(=O)O)O[C@@H]1CO,0.0,-23
C[C@@H](NC(=O)[C@H]1[C@H](CO)[C@H]2Cn3c(cccc3=O)[C@H]2N1CCC(F)(F)F)c1ccccc1,0.0,10
COc1ccc(S(=O)(=O)Nc2ccc3c(c2)[C@@H]2C[C@H](CC(=O)N(C)C)O[C@H](CO)[C@@H]2O3)cc1,0.0,-19
C/C=C/c1ccc([C@@H]2[C@H](C#N)N(c3nc(CC)cs3)[C@H]2CO)cc1,0.0,-17
C[C@H]1CN([C@@H](C)CO)C(=O)CCCn2cc(nn2)CO[C@@H]1CN(C)C(=O)NC1CCCCC1,0.0,-36
CN1C(=O)c2cc(NS(=O)(=O)c3cccc(F)c3)ccc2OC[C@@H]2O[C@@H](CC(=O)N3CCc4ccccc4C3)CC[C@H]21,0.0,7
Cc1noc(C)c1S(=O)(=O)N(C)C[C@@H]1OCCCC[C@H](C)Oc2ccc(NC(=O)CCC(F)(F)F)cc2C(=O)N([C@H](C)CO)C[C@H]1C,0.0,-11
CCCN1C[C@@H](C)[C@@H](OC)CN(C)C(=O)c2cc(NS(=O)(=O)c3ccccc3)ccc2OC[C@@H]1C,0.0,-3
C/C=C/c1ccc([C@H]2[C@@H](CO)N(C(C)=O)[C@H]2CN(C(C)=O)C2CCCC2)cc1,0.0,23
C[C@@H]1CN([C@@H](C)CO)C(=O)c2cc(N(C)C)ccc2O[C@@H](C)CCCCO[C@H]1CN(C)S(=O)(=O)c1ccc(F)cc1,0.0,20
COc1ccc2c3c([nH]c2c1)[C@@H](CO)N(S(=O)(=O)c1ccc(C)cc1)CC31CCN(C(=O)Cc2cccnc2)CC1,0.0,0
Cc1ccc(S(=O)(=O)Nc2ccc3c(c2)C(=O)N([C@@H](C)CO)C[C@@H](C)[C@H](CN(C)S(=O)(=O)c2cccs2)OCCCC[C@H](C)O3)cc1,0.0,-3
C[C@H](CO)N1C[C@H](C)[C@@H](CN(C)C(=O)NC2CCCCC2)OCc2ccccc2-c2ccccc2C1=O,0.1,-29
O=C(c1ccc2c(c1)OCO2)N1CC[C@@H]2[C@@H](CO)Nc3ccc(C#Cc4ccccc4)cc3[C@@H]21,0.0,-40
CN1C(=O)c2cc(NC(=O)c3cnccn3)ccc2OC[C@H]2O[C@H](CC(=O)N[C@@H]3CCN(Cc4ccccc4)C3)CC[C@@H]21,0.0,-23
O=C(c1ccncc1)N1CC2(C1)[C@@H](c1ccccc1)[C@@H](CO)N2CC1CC1,/,-3
C[C@@H]1CN([C@H](C)CO)C(=O)c2cccc(NC(=O)c3ccc(-c4nccs4)cc3)c2O[C@@H]1CN(C)C(=O)Nc1ccc(C(F)(F)F)cc1,0.0,-18
COCC(=O)N1CC(=O)N2[C@@H](CO)[C@H](c3ccc(C#CC4CC4)cc3)[C@@H]2C1,0.0,-6
Cc1ccc(S(=O)(=O)N[C@@H]2CC[C@@H](CC(=O)NCc3ccncn3)O[C@H]2CO)cc1,0.0,23
# Further entries follow.
SMILES,Pax4 mRNA alpha TC1,DLD1 CTGF mRNA
CC(C)(C)[S@@](=O)N1Cc2cc(C(=O)N3CCc4ccccc4C3)nc(-c3cccc(-c4cncnc4)c3)c2[C@H]1CCO,0.0,15
C[C@@H]1CN([C@@H](C)CO)C(=O)c2c(c3ccccc3n2C)-c2ccccc2CO[C@@H]1CN(C)C(=O)Nc1ccc2c(c1)OCO2,0.0,0
CCCNC(=O)N1CC2(C1)[C@H](c1ccccc1)[C@@H](CO)N2C(=O)CC1CC1,/,-11
COc1ccccc1-c1cn(CC[C@@H]2CC[C@H](NC(=O)C3CCCCC3)[C@H](CO)O2)nn1,0.0,0
C[C@@H]1CN([C@@H](C)CO)C(=O)c2ccccc2-c2ccccc2CO[C@@H]1CN(C)Cc1ccccc1C(F)(F)F,1.2,-64
C[C@@H]1CCCCO[C@H](CN(C)S(=O)(=O)c2cn(C)cn2)[C@@H](C)CN([C@@H](C)CO)C(=O)c2cc(N(C)C)ccc2O1,0.0,-36
O=C(C[C@@H]1CC[C@H]2[C@@H](COC[C@@H](O)CN2Cc2nccs2)O1)N1CCC(Cc2ccccc2)CC1,0.0,-22
CC(C)C#Cc1ccc([C@H]2[C@@H](CO)N3C(=O)CN(C(=O)NC4CCCC4)C[C@@H]23)cc1,0.0,8
O=C(C1CCCCC1)N1CC(=O)N2[C@H](CO)[C@@H](c3ccc(-c4ccccc4F)cc3)[C@H]2C1,0.0,4
COc1ccccc1CN1[C@@H]2CN(C(=O)c3cccnc3)c3ccccc3[C@@H]2[C@@H]1CO,0.0,-7
CC(C)C#Cc1ccc([C@H]2[C@@H](C#N)N(C(=O)c3cccc(F)c3)[C@H]2CO)cc1,0.0,-1
CN1C(=O)c2cc(NC(=O)Cc3cccs3)ccc2OC[C@H]2O[C@@H](CC(=O)NCc3ccc(-c4ccccc4)cc3)CC[C@H]21,0.3,-55
O=C(NC[C@H]1N[C@@H](CO)[C@H]1c1ccc(-c2ccccc2F)cc1)c1ccccn1,0.0,16
COc1ccc(S(=O)(=O)Nc2ccc3c(c2)C(=O)N([C@@H](C)CO)C[C@@H](C)[C@@H](CN(C)C(=O)Nc2c(C)noc2C)OCCCC[C@H](C)O3)cc1,0.0,-22
Cc1noc(C)c1NC(=O)N1C[C@@H](O)COC[C@H]2O[C@@H](CC(=O)N[C@@H]3CCN(Cc4ccccc4)C3)CC[C@@H]21,0.1,13
COCC#Cc1ccc([C@H]2[C@@H](CO)N3C(=O)CN(C(=O)CN4CCOCC4)C[C@H]23)cc1,0.0,-23
COc1ccc(S(=O)(=O)N2C[C@H](O)COC[C@@H]3O[C@@H](CC(=O)N[C@@H]4CCN(Cc5ccccc5)C4)CC[C@H]32)cc1,0.0,4
CN1C(=O)c2cc(NC(=O)Cc3cccs3)ccc2OC[C@@H]2O[C@H](CC(=O)NCCc3ccncc3)CC[C@@H]21,0.0,-45
COc1ccc2c3c([nH]c2c1)[C@@H](CO)N(Cc1ccccc1F)CC31CN(CC2CC2)C1,5.7,-32
CCC(=O)N1C[C@@H]2[C@H](c3ccccc31)[C@@H](CO)N2C(=O)CC1CC1,0.0,10
COc1ccc(-c2ccc([C@H]3[C@@H](C#N)N(C(=O)NC(C)C)[C@H]3CO)cc2)cc1,0.0,17
O=C(c1ccccc1F)N1C[C@H]2[C@@H](c3ccccc31)[C@@H](CO)N2C(=O)Nc1ccccc1,0.0,6
CCN1[C@H](C(=O)NC2Cc3ccccc3C2)[C@@H](CO)[C@@H]2Cn3c(ccc(C4=CCCC4)c3=O)[C@@H]21,0.0,-77
COc1ccc(NC(=O)N(C)C[C@H]2OCCCC[C@@H](C)Oc3ccc(NC(=O)c4ccncc4)cc3C(=O)N([C@@H](C)CO)C[C@H]2C)cc1,0.0,2
COc1cc(CN2CC3(CCN(C(=O)c4cccnc4)CC3)c3c([nH]c4cc(OC)ccc34)[C@@H]2CO)cc(OC)c1,0.0,1
# (list continues)
SMILES,Pax4 mRNA alpha TC1,DLD1 CTGF mRNA
CCc1csc(N2[C@@H](C#N)[C@@H](c3ccccc3-c3ccc(F)cc3)[C@@H]2CO)n1,0.0,0
C[C@@H]1CN([C@@H](C)CO)C(=O)c2cc(NC(=O)Nc3ccc4c(c3)OCO4)ccc2O[C@@H](C)CCCCO[C@@H]1CN(C)C(=O)CCCN(C)C,0.0,-16
C[C@@H]1CCCCO[C@H](CN(C)Cc2ccc(C(=O)O)cc2)[C@@H](C)CN([C@@H](C)CO)C(=O)c2cc(N(C)C)ccc2O1,0.0,-1
CN(C)C(=O)C[C@H]1C[C@H]2c3cc(NC(=O)Nc4ccc(F)cc4)ccc3O[C@H]2[C@H](CO)O1,0.0,-5
CCCNC(=O)N(C)C[C@H]1Oc2cc(C#C[C@H](C)O)ccc2S(=O)(=O)N([C@@H](C)CO)C[C@@H]1C,0.0,23
COc1ccc(-c2ccc([C@@H]3[C@H](CN(C)S(C)(=O)=O)N[C@@H]3CO)cc2)cc1,0.0,?
O=C(C[C@@H]1C=C[C@@H](NS(=O)(=O)c2ccccc2)[C@@H](CO)O1)NCCN1CCCCC1,0.0,-2
O=C(c1ccncc1)N1C[C@@H]2[C@H](c3ccccc31)[C@H](CO)N2Cc1ccccc1F,0.0,4
C[C@H]1CN([C@@H](C)CO)C(=O)CCCn2nncc2CO[C@@H]1CN(C)C(=O)c1cc(-c2ccccc2)on1,0.0,0
COc1ccc2c3c([nH]c2c1)[C@H](CO)N(C(=O)Nc1ccc(F)cc1)CC31CCN(C(=O)c2ccccc2F)CC1,0.5,?
C[C@@H]1CN([C@H](C)CO)S(=O)(=O)c2ccc(C#CCC3CCCC3)cc2O[C@@H]1CN(C)C(=O)c1cnccn1,0.1,?
O=C(C[C@H]1C[C@@H]2c3cc(NC(=O)c4cccnc4)ccc3O[C@@H]2[C@@H](CO)O1)NCc1cc(F)ccc1F,0.0,-15
Cc1cccc(-c2ccc(C3[C@H]4CNC[C@@H]3N4Cc3cccc(F)c3)cc2)c1 (stereo partly specified),0.0,9
COc1cccc(C(=O)Nc2ccc3c(c2)C(=O)N(C)[C@@H]2CC[C@H](CC(=O)N[C@H](C)c4ccccc4)O[C@@H]2CO3)c1,0.0,31
N#C[C@@H]1[C@H](c2ccccc2)[C@H](CO)N1C(=O)c1ccc2c(c1)OCO2,0.0,18
CN1C(=O)c2cc(NC(=O)Cc3cccs3)ccc2OC[C@H]2O[C@@H](CC(=O)NCC3CCCCC3)CC[C@@H]21,0.0,-54
COc1ccc(-c2ccccc2[C@@H]2[C@@H](CO)N(C(=O)NC(C)C)[C@H]2C#N)cc1,0.0,-10
CN(C)CC(=O)N1[C@H](C#N)[C@@H](c2ccc(C#CC3CCCCC3)cc2)[C@H]1CO,0.0,-24
O=C(C[C@H]1C[C@H]2c3cc(NC(=O)Nc4ccccc4)ccc3O[C@H]2[C@H](CO)O1)NCc1ccccc1,0.0,-9
CO[C@@H]1CN(C)C(=O)c2ccc(NS(C)(=O)=O)cc2OC[C@@H](C)N(C(=O)CN(C)C)C[C@H]1C,0.0,-14
C[C@@H]1CC=CC[C@H](c2ccc3c(c2)OCO3)NC(=O)[C@H](C)N(C)C(=O)c2ccccc2O1 (mixture of isomers),0.2,0
O=C(C[C@H]1CC[C@H]2[C@@H](COC[C@H](O)CN2C(=O)Nc2ccccc2)O1)NCc1ccccc1F,0.0,-1
Cc1noc(C)c1NC(=O)Nc1ccc2c(c1)C(=O)N(C)[C@@H]1CC[C@H](CC(=O)N[C@H]3CCN(Cc4ccccc4)C3)O[C@H]1CO2,0.0,-179
OC[C@H]1[C@H](c2ccc(-c3cccc(F)c3)cc2)[C@@H]2CN(Cc3cncnc3)CCCCN12,0.0,-4
COc1ccccc1-c1cccc(-c2nc(C(=O)NCc3ccncc3)cc3c2[C@@H](CCO)N([S@](=O)C(C)(C)C)C3)c1,0.0,20

# At a glance, part of the list above.
SMILES,Pax4 mRNA alpha TC1,DLD1 CTGF mRNA
Cc1cccc(-c2ccc(C3[C@H]4CNC[C@@H]3N4Cc3cccc(F)c3)cc2)c1 (stereo partly specified),0.0,9
COc1cccc(C(=O)Nc2ccc3c(c2)C(=O)N(C)[C@@H]2CC[C@H](CC(=O)N[C@H](C)c4ccccc4)O[C@@H]2CO3)c1,0.0,31
N#C[C@@H]1[C@H](c2ccccc2)[C@H](CO)N1C(=O)c1ccc2c(c1)OCO2,0.0,18
CN1C(=O)c2cc(NC(=O)Cc3cccs3)ccc2OC[C@H]2O[C@@H](CC(=O)NCC3CCCCC3)CC[C@@H]21,0.0,-54
COc1ccc(-c2ccccc2[C@@H]2[C@@H](CO)N(C(=O)NC(C)C)[C@H]2C#N)cc1,0.0,-10
CN(C)CC(=O)N1[C@H](C#N)[C@@H](c2ccc(C#CC3CCCCC3)cc2)[C@H]1CO,0.0,-24
O=C(C[C@H]1C[C@H]2c3cc(NC(=O)Nc4ccccc4)ccc3O[C@H]2[C@H](CO)O1)NCc1ccccc1,0.0,-9
CO[C@@H]1CN(C)C(=O)c2ccc(NS(C)(=O)=O)cc2OC[C@@H](C)N(C(=O)CN(C)C)C[C@H]1C,0.0,-14
C[C@@H]1CC=CC[C@H](c2ccc3c(c2)OCO3)NC(=O)[C@H](C)N(C)C(=O)c2ccccc2O1 (mixture of isomers),0.2,0
O=C(C[C@H]1CC[C@H]2[C@@H](COC[C@H](O)CN2C(=O)Nc2ccccc2)O1)NCc1ccccc1F,0.0,-1
Cc1noc(C)c1NC(=O)Nc1ccc2c(c1)C(=O)N(C)[C@@H]1CC[C@H](CC(=O)N[C@H]3CCN(Cc4ccccc4)C3)O[C@H]1CO2,0.0,-179
